Source: PubChem BioAssay (The Scripps Research Institute Molecular Screening Center)
TDP2 absorb: blocks human TDP2 phosphodiesterase activity | recombinant TDP2, T5PNP hydrolysis, p-nitrophenol absorbance 415 nm | inhibition, % at 12.8 µM | actives 0.34% (n = 370,000) | AID 720702;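 active = inhibition above the mean of all tested compounds plus 3 SD, set per campaign, cut at about 25% in these data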;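 note: 0% = DMSO with enzyme and 100% = buffer with substrate but no TDP2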
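Read-out basis: percent inhibition. System: recombinant human TDP2. Buffer or medium: Mg2+-containing Tris-HCl buffer, pH 7.5. Repeats: single replicate. Timing: reaction 2 h, 37 °C. Benchmarks: high control without enzyme, low control DMSO plus TDP2. Probe or stimulus: 5 mM T5PNP. Doses: 12.8 µM only. Measured by: epi absorbance of p-nitrophenol freed from T5PNP by hydrolysis.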
LEDGF integ inh: blocks HIV-1 LEDGF/p75-dependent DNA integration; TR-FRET IN-LEDGF/p75 DNA integration, Eu/Cy5; inhibition, % at 3.7 µM; actives 0.64% (n = 370,000); AID 743269;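 active = inhibition above the screen-wide mean plus 3 SD, cut at about 13% in these data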;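 note: signal is the Cy5 over europium emission ratio at 671 and 618 nm; 0% = plate median of compound wells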
Tn6 DDE FP: DD(E)-Tn6 binding inhibition, primary FP screen; Fibrin DD(E) TRITC-Tn6 fluorescence polarization displacement; AID 720509; inhibition, % at 8.3 µM; actives 0.21% (n = 370,000);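 active = inhibition above a per-campaign cutoff: mean of compounds within control limits plus 3 SD, cut at about 15% in these data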;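 note: 0% = median of all compound wells on the plate and 100% = blocking peptide control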
SIAE inh: human SIAE inhibition, primary screen. inhibition, % at 9.66 µM. actives 0.69% (n = 370,000). AID 1053197. SIAE FP-Rh probe binding, fluorescence polarization;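 active = inhibition above a cutoff: mean of compounds within the control limits plus 3 SD of those, cut at about 17% in these data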;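 note: 0% = plate median of compound wells and 100% = probe without SIAE protein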
UHRF1 MBD2 ctr: UHRF1 methyl-DNA binding inhibition. Q96T88. inhibition, % at 4.4 µM. AID 687016. UHRF1 binding to methylated oligo, TR-FRET. actives 0.75% (n = 370,000); in the data active = inhibition above about 21%;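 note: UHRF1 SRA domain binding a hemimethylated CpG hairpin DNA probe; 0% = median of test compound wells and 100% = reference inhibitor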
PRMT1 FP inh: inhibitors of human PRMT1. Q99873. recombinant PRMT1, activity-based probe fluorescence polarization. inhibition, % at 2.79 µM. actives 1.3% (n = 370,000);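 active = inhibition above about 21% made by adding two undisclosed values, limit read from the data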
Target sequence (Q99873 whole entry, looked up): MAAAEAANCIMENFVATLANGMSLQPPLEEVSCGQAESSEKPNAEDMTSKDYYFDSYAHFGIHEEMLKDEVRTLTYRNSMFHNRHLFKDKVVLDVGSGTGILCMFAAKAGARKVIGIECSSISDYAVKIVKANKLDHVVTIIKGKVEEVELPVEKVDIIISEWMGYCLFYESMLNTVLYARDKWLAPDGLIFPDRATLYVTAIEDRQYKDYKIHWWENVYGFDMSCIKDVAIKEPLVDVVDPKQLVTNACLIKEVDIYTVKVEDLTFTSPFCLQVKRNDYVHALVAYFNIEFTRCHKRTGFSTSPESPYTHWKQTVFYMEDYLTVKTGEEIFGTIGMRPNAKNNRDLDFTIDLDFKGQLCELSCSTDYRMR
proKLK7 act: proKLK7 (human) activation, primary screen | P49862 | purified proKLK7, EDANS-DABCYL substrate fluorescence; 100% is mature enzyme control, 0% vehicle | activation, % at 7 µM | actives 0.9% (n = 370,000) | AID 652039;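 active = activation above the mean of all tested compounds plus 3 SD, computed per campaign excluding outliers beyond control limits, cut at about 13% in these data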
Target sequence (P49862 whole entry, looked up): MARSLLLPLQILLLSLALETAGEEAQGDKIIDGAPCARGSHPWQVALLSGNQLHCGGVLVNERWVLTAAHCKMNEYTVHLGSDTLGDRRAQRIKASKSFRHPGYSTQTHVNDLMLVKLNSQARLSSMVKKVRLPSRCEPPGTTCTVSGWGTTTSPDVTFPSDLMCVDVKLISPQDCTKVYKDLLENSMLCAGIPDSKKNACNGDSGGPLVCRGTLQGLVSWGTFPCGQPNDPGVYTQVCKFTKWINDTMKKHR
MBD2 DNA inh: blocks human MBD2 binding to methylated DNA | actives 0.31% (n = 370,000) | inhibition, % at 4.4 µM | AID 686964 | TR-FRET, MBD2 binding to methylated oligonucleotide; in the data active = inhibition above about 13%
Target sequence (Q9UBB5 whole entry, looked up): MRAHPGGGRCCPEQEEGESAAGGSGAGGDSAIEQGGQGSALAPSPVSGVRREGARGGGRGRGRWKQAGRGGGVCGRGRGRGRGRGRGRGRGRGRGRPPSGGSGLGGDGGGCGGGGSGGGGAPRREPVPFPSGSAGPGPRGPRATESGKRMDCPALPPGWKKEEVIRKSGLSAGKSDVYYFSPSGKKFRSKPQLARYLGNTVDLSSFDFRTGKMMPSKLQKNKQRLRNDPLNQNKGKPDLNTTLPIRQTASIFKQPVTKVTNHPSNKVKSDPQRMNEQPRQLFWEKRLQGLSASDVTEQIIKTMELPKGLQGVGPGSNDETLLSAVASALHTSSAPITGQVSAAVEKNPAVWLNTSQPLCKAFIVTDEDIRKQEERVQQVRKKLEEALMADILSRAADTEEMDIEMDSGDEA
Tn7 DDE FP: DD(E)-Tn7 binding inhibition, primary FP screen | P02675 | FP displacement of FITC-Tn7 peptide from fibrin DD(E); 0% = median of compound wells per plate | inhibition, % at 8.3 µM | actives 0.13% (n = 370,000);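 active = inhibition above the mean of compounds falling within the control limits plus 3 SD of them, cut at about 14% in these data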;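 note: 0% = plate median of compound wells and 100% = 10 µM Aha-Tn7 peptide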
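Assay system: Human fibrin DD(E) protein | Medium: Tris buffer with calcium and detergent, pH 7.8 | Reagent: 0.1 µM fluorescent Tn7 | Compound dosing: Single point at 8.3 µM | Times: 10 min preincubation, 3 h with tracer, room temperature | Detection: Fluorescence polarization of the labelled Tn7 tracer | Controls: Aha-Tn7 high control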
TCR-CD3 inh: human TCR-CD3 binding inhibition; inhibition, % at 9.4 µM; TAMRA-labeled TCR probe fluorescence, biochemical; AID 651800; actives 0.37% (n = 360,000); in the data active = inhibition above about 19%;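 note: recombinant mutant TCR 2C K166C tagged with TAMRA read by polarization; 0% = receptor in buffer alone and 100% = receptor with positive control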
Active calls of the source: *; x = not tested or not shown. This is a random part of the collection; about 4.6% have a hit in one of these screens.

cpd | structure | TDP2 absorb | LEDGF integ inh | Tn6 DDE FP | SIAE inh | UHRF1 MBD2 ctr
1 | COc1ccc(Cn2nnnc2C(c2cc3cc(C)cc(C)c3[nH]c2=O)N2CCOCC2)cc1 (centres undefined) | 1 | -2 | 0 | 14 | -6
2 | O=C(Nc1cccc(Br)c1)/C(=C\c1cccnc1)NC(=O)c1ccco1 | -11 | 0 | -13 | 3 | 1
3 | CCc1ccccc1NC(=O)c1ccc(OCc2c(C)noc2C)cc1 | -1 | -3 | -2 | -1 | 1
4 | CC(=O)OC(C(=O)NCc1ccco1)c1cccnc1 (centres undefined) | 7 | 4 | 3 | 8 | 2
5 | O=C(C1=C[C@@H](C2CCCCC2)C[C@@H](OCCCCO)O1)N1CCN(Cc2ccccc2)CC1 | -17 | -1 | -6 | -3 | 1
6 | COc1cccc(-c2cc(CNC(=O)[C@H]3O[C@@H](n4ccc(=O)[nH]c4=O)[C@H](O)[C@@H]3O)no2)c1 | 8 | 1 | 8 | 75* | -3
7 | COc1ccc(OCCSc2nnc(CC(=O)Nc3cccc(Cl)c3Cl)n2C)cc1 | 8 | 4 | -3 | -2 | 1
8 | Nc1nc2c(ccc3ccccc32)s1 | -12 | 0 | 2 | 3 | 4
9 | O=C(CCc1nnc(CCc2ccccc2)o1)N1CCCC1c1nccs1 (centres undefined) | 12 | -5 | 0 | 1 | -1
10 | COc1ccc(C2CC(c3cccs3)=NN2C(=O)CSc2nc3c(cnn3-c3ccccc3)c(=O)[nH]2)cc1 (centres undefined) | -2 | -2 | 7 | -9 | 1
11 | Cc1cccc(-n2ncc3c(NCc4ccco4)ncnc32)c1 | -5 | -1 | -9 | -2 | 5
12 | CCCC(=O)NC(=S)Nc1ccc(Cl)cn1 | -6 | -4 | -6 | 5 | -1
13 | CCNC(=S)Nc1cc2oc3ccccc3c2cc1OC | -2 | -4 | 1 | 8 | -3
14 | O=c1[nH]cnc2nn(-c3ccccc3)nc12 | 2 | -1 | 0 | 1 | 1
15 | COc1cccc(C(CC(=O)NCc2ccco2)NS(=O)(=O)c2ccc(C)cc2)c1OC (centres undefined) | -3 | 3 | 0 | -2 | 2

cpd | PRMT1 FP inh | proKLK7 act | MBD2 DNA inh | Tn7 DDE FP | TCR-CD3 inh
1 | 1 | 0.1 | 0 | 6 | 6
2 | -1 | 0.6 | -4 | -1 | -1
3 | 3 | -0.3 | 3 | -1 | 1
4 | 4 | -0.4 | -7 | -5 | 0
5 | 5 | 0.5 | 10 | -2 | 2
6 | -2 | -0.7 | -4 | -4 | 7
7 | -1 | 0.7 | -4 | 1 | 0
8 | 2 | -1.1 | -4 | 2 | 1
9 | 3 | 0.8 | 5 | 3 | 3
10 | -2 | 0.6 | 6 | 5 | 3
11 | 6 | -0.2 | 2 | -2 | 1
12 | -3 | -0.1 | 1 | 10 | 6
13 | 0 | -0.4 | 3 | 2 | 5
14 | 1 | -2.6 | 2 | -4 | 7
15 | 0 | 0.0 | 1 | -6 | 3

Two entries drawn at random from the list so far, as already listed:
cpd | structure | TDP2 absorb | LEDGF integ inh | Tn6 DDE FP | SIAE inh | UHRF1 MBD2 ctr
12 | CCCC(=O)NC(=S)Nc1ccc(Cl)cn1 | -6 | -4 | -6 | 5 | -1
2 | O=C(Nc1cccc(Br)c1)/C(=C\c1cccnc1)NC(=O)c1ccco1 | -11 | 0 | -13 | 3 | 1

cpd | PRMT1 FP inh | proKLK7 act | MBD2 DNA inh | Tn7 DDE FP | TCR-CD3 inh
12 | -3 | -0.1 | 1 | 10 | 6
2 | -1 | 0.6 | -4 | -1 | -1

Part of the list above in another layout:
No.	compound	TDP2 absorb	LEDGF integ inh	Tn6 DDE FP	SIAE inh	UHRF1 MBD2 ctr	PRMT1 FP inh	proKLK7 act	MBD2 DNA inh	Tn7 DDE FP	TCR-CD3 inh
8	Nc1nc2c(ccc3ccccc32)s1	-12	0	2	3	4	2	-1.1	-4	2	1
9	O=C(CCc1nnc(CCc2ccccc2)o1)N1CCCC1c1nccs1 (centres undefined)	12	-5	0	1	-1	3	0.8	5	3	3
10	COc1ccc(C2CC(c3cccs3)=NN2C(=O)CSc2nc3c(cnn3-c3ccccc3)c(=O)[nH]2)cc1 (centres undefined)	-2	-2	7	-9	1	-2	0.6	6	5	3
11	Cc1cccc(-n2ncc3c(NCc4ccco4)ncnc32)c1	-5	-1	-9	-2	5	6	-0.2	2	-2	1

Further records follow:
cpd | structure | TDP2 absorb | LEDGF integ inh | Tn6 DDE FP | SIAE inh | UHRF1 MBD2 ctr
16 | C=C1C[C@@]23CCC4[C@@](C)(CCC[C@@]4(C)C(=O)O)C2CC[C@]1(O)C3 (some centres undefined) | 1 | 2 | 7 | 4 | 0
17 | Cc1ccc2c(=O)cc(C(F)F)oc2c1 | -8 | 1 | 7 | 5 | 3
18 | O=C(NCCCN1CCCC1=O)c1cccc(S(=O)(=O)Nc2ccc(Br)cc2)c1 | 1 | 2 | 0 | 2 | 0
19 | Cn1nc(C(=O)NC2CCCN(Cc3ccccc3F)C2)c2ccccc2c1=O (centres undefined) | 6 | -2 | 3 | 0 | 1
20 | O=S(=O)(c1ccc(Cl)cc1)n1cnc2ccccc21 | 2 | 1 | 0 | 1 | -1
21 | NC(=O)c1ccc(Nc2nc(C(N)COCc3ccccc3)cs2)cc1 (centres undefined) | -2 | -2 | 4 | -1 | 1
22 | CCCCN=CC1=C(O)C(C(=O)OC)C(C)(C)CC1=O (centres undefined) | -1 | 1 | 6 | 7 | 0
23 | CCN(Cc1ccccc1)C(=O)CCc1nc(-c2ccc(C)cc2)no1 | -4 | -2 | -3 | -1 | 2
24 | O=C(Nc1cccc(C(F)(F)F)c1)Nc1ccc2[nH]c(=O)[nH]c2c1 | 6 | 8 | 2 | 6 | 1
25 | CCOC(=S)SCC(=O)N1CCc2cc(OC)ccc2C1C1C(=O)CCCC1=O (centres undefined) | 4 | 0 | 0 | -2 | -2
26 | O=S(=O)(CC1NCc2cc(F)ccc21)NCCc1ccccc1 (centres undefined) | 2 | 6 | -7 | 6 | -2
27 | COc1ccc([C@H]2CC(=O)C=C(c3cccc(F)c3OC)C2)cc1 | 5 | 1 | 2 | 2 | -5
28 | CC(C)CNC(=O)c1ccccc1Oc1ccccc1 | -2 | -3 | 2 | -1 | -2
29 | Cn1c(NC(=O)/C=C/c2c(F)cccc2Cl)cc(=O)n(C)c1=O | 8 | 6 | 6 | -2 | -4
30 | COCCNC(=O)C(C)OC(=O)c1cc2occc2n1C (centres undefined) | 9 | 1 | 8 | 6 | -2

cpd | PRMT1 FP inh | proKLK7 act | MBD2 DNA inh | Tn7 DDE FP | TCR-CD3 inh
16 | 0 | 0.4 | 3 | -7 | 4
17 | 1 | 1.1 | 3 | -1 | 23*
18 | -5 | 0.0 | 2 | -6 | 1
19 | 5 | 0.2 | -2 | 2 | -1
20 | 0 | 0.6 | 3 | 0 | 1
21 | 1 | 1.0 | 1 | -5 | -9
22 | 3 | -0.6 | 4 | 4 | -3
23 | -1 | 0.3 | 3 | -2 | -5
24 | 3 | -0.2 | 3 | -4 | 0
25 | 11 | -0.3 | 2 | 5 | 0
26 | -1 | -0.3 | 4 | -3 | x
27 | 1 | -0.2 | 3 | 5 | 6
28 | -1 | 0.0 | -1 | -1 | -6
29 | -2 | 0.2 | 1 | -4 | 1
30 | -1 | 0.4 | 1 | 2 | -5

Additional structures.
cpd | structure | TDP2 absorb | LEDGF integ inh | Tn6 DDE FP | SIAE inh | UHRF1 MBD2 ctr
31 | COc1ccc(NC(=S)N(CCc2c(C)[nH]c3ccc(C)cc23)Cc2ccco2)cc1 | 7 | 3 | 3 | 14 | -2
32 | O=C(Cn1c(=O)c(=O)n(Cc2ccccc2)c2ccc(Cl)cc21)Nc1ccc(F)cc1F | 0 | -3 | 3 | -5 | 3
33 | O=C(NC1CCCCCCC1)C1=COCCO1 | -1 | -5 | 3 | 0 | 0
34 | COc1cccc(C2CC(=O)Nc3c2c(=O)[nH]c2ncnn32)c1 (centres undefined) | -7 | 1 | 2 | 3 | 0
35 | Cc1ccc(C)c(S(=O)(=O)N2CCN(C(=O)CSC(=S)N3CCCC3)CC2)c1 | -12 | 5 | -4 | 3 | 7
36 | CC1(c2ccc(Cl)cc2)NC(=S)N2C1NC(=S)N2c1ccccc1 (centres undefined) | 6 | -6 | -8 | 3 | 5
37 | O=C(CN1C(=O)C2C3C=CC(C3)C2C1=O)NCCc1ccccc1 (centres undefined) | -2 | 2 | 0 | 2 | -1
38 | Cc1ccc(/C=N/Nc2ccnc3cc(Cl)ccc23)c(C)c1 | -3 | -1 | 0 | 44* | -1
39 | CCCCOCC1CN(CCCC)S(=O)(=O)c2c(cccc2Sc2ccc(OC)c(OC)c2)O1 (centres undefined) | -11 | 0 | -1 | 0 | -2
40 | CCCCCCCCN1C(=O)[C@@H](CC(=O)NCCCC)C[C@@]2(C(=O)OC)C1=C[C@H](COCc1ccccc1)O[C@@H]2C | -10 | 4 | 7 | -6 | -2
41 | CC(C)C(=O)Nc1cccc2nsnc12 | -16 | 4 | 0 | -5 | 2
42 | CN(CC(=O)NNC(=O)CNC(=O)c1ccccc1Cl)S(=O)(=O)c1ccc(Cl)cc1 | 6 | 5 | -2 | 5 | -1
43 | C=CCSc1nccc(-c2cc(Cl)sc2Cl)n1 | -1 | -2 | 8 | 3 | 0
44 | Cc1ccc(NC(=O)CCN2C(=O)NC3(CCCC3)C2=O)cc1 | 1 | 2 | 4 | 6 | -2
45 | CCOc1cc(CNC2CCCC2)cc(Cl)c1OCc1ccccc1 | -7 | 1 | -6 | -9 | -1
46 | CCn1nc(C(=O)Nc2ccc(C)c(C)c2)c(Cl)c1Cl | 4 | 1 | -6 | -2 | 0
47 | O=C(O)CCCCCN1C(=O)/C(=C/c2cn(-c3ccccc3)nc2-c2cccs2)SC1=S | 2 | 2 | 0 | -11 | -1

cpd | PRMT1 FP inh | proKLK7 act | MBD2 DNA inh | Tn7 DDE FP | TCR-CD3 inh
31 | 4 | -1.3 | -5 | 1 | -7
32 | 5 | -0.5 | 3 | 3 | -12
33 | -5 | 0.2 | 0 | 3 | -4
34 | -2 | -0.7 | -2 | 6 | 4
35 | 9 | 0.3 | 2 | -2 | -16
36 | 5 | -0.6 | -1 | -6 | -2
37 | -1 | 0.0 | -7 | 3 | 0
38 | -4 | -0.3 | 1 | 1 | 6
39 | 0 | 0.1 | -4 | -3 | 9
40 | -2 | 1.0 | -1 | -6 | x
41 | -6 | -0.9 | -12 | -10 | -4
42 | -2 | -0.2 | 3 | 2 | 10
43 | -2 | 0.6 | 0 | 3 | 2
44 | -4 | 0.3 | 0 | 2 | 6
45 | -2 | -0.2 | 0 | 1 | -1
46 | 1 | -0.6 | 1 | 0 | 8
47 | -1 | -14 | 2 | -5 | 8
